# High-throughput results deposited in PubChem BioAssay by several laboratories.
# CDK5 p35 inh: inhibitors of human CDK5/p35 kinase; Recombinant CDK5/p35, ADP-Glo luminescence, 60 min; Q00535+Q15078; inhibition, % at 10 µM; hit rate 0.01% among 330,000;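 active = highest replicate inhibition of at least 50% and at least 75% of replicates reaching 50%; inconclusive = only one of the two criteria met; inactive = both criteria failed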;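 note: plate controls were DMSO neutral control for no effect and GW8510 at 10 µM for full effect; many of its hits are not listed in these tables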
# Target sequence (Q00535 whole entry, looked up): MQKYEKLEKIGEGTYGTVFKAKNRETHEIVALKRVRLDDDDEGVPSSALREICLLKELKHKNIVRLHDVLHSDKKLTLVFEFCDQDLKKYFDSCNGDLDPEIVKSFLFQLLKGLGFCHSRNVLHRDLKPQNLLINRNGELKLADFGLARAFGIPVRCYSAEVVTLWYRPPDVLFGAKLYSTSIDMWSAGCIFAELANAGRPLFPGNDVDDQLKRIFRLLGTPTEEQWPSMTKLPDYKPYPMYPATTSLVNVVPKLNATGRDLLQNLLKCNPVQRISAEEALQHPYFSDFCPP
# Target sequence (Q15078 whole entry, looked up): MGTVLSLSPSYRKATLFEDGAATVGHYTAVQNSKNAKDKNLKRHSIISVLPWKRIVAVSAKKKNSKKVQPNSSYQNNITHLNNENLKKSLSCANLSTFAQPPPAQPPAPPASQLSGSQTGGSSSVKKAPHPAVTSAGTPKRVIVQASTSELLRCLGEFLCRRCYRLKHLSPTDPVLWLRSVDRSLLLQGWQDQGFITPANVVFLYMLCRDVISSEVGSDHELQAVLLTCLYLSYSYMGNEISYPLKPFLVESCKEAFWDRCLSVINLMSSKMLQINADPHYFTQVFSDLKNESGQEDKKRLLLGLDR
# Tat export inh: inhibitors of E. coli Tat protein transport; hit rate 0.036% among 340,000; inhibition, % at 10 µM; AID 488895; E. coli MC4100 TorA-mCherry Tat export, fluorescence;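 active = mean replicate inhibition at least 50% and at least half of replicates individually reaching 50%; inconclusive = only one of the two criteria met; inactive = neither criterion met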;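 note: exported cargo escapes ClpAP degradation while cytoplasmic cargo is degraded and loses fluorescence; 0% = median of neutral control wells and 100% = median of NaSCN control wells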
# Rtt109 Vps75: blocks Candida albicans Rtt109/Vps75 acetyltransferase activity; purified Rtt109/Vps75, ThioGlo CoA-SH fluorescence, 4 h; inhibition, % at 34.9 µM; hit rate 0.16% among 330,000;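 active = inhibition of at least 50% in every replicate; inconclusive = best replicate reaches 50% inhibition but some replicates fall short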
# RTF Ca sens act: cardiac RTF calcium sensitization | P19429+P45379 | IANBD-labeled TnC RTF fluorescence at EC20 calcium; 0% EC20 calcium, 100% full calcium | activation, % at 7.2 µM | hit rate 0.24% among 340,000;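 active = activation above the mean over all tested compounds plus 3 SD, cut at about 30% in these data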;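 note: rise in fluorescence read as greater calcium sensitivity of cardiac thin filaments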
# V-ATPase pH: yeast V-ATPase proton transport regulation by pHLuorin; S. cerevisiae, pHLuorin cytosolic pH fluorescence; response, % at 10 µM; hit rate 0.37% among 350,000; AID 504577; in the data active = response mostly above about 7.3%, no sharp cut-off; inactive = mostly below about 5.4%; note: actives read high; inactives centre near 0; some compounds called inactive have numbers as strong as hits
# CAL PDZ FP-1: CAL PDZ (human) peptide binding inhibition | Q9HD26 | purified CAL PDZ, TMR-peptide fluorescence polarization, 1 h | inhibition, % at 24.9 µM | hit rate 0.92% among 300,000 | AID 602252;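 active = mean inhibition of at least 30% with at least half of replicates also reaching 30%; inconclusive = no clear call, values can overlap the other calls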;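 note: 0% = DMSO neutral control and 100% = excess unlabeled competitor peptide PRC23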
# CAL PDZ FP-2: blocks peptide binding to human CAL PDZ domain; purified CAL PDZ, TMR-peptide fluorescence polarization, 1 h; inhibition, % at 20 µM; hit rate 0.02% among 330,000; AID 504414;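 active = highest replicate inhibition of at least 40%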;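 note: plate controls were DMSO neutral control wells for no effect and unlabeled competitor peptide control wells for full effect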
#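 Read-out basis: mP drop reported as inhibition | Assay system: Tagged CAL PDZ protein CerCALP, purified | Benchmarks: Unlabelled peptide for full inhibition, DMSO wells as neutral | Schedule: 1 h incubation at room temperature before polarization reading | Buffer or medium: Sodium phosphate/NaCl buffer pH 7.4 with TCEP, IgG, Thesit | Doses: Single point, 20 µM | Measured by: Fluorescence polarization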
# Wnt bcat act: Wnt/beta-catenin pathway activation; Wnt/beta-catenin reporter cell assay, activator, plate reader; activation, % at 9.35 µM; hit rate 1.2% among 300,000; in the data active = activation above about 30%, passing the limit was not always enough; inconclusive = no clear call, values can overlap the other calls;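 note: 0% = neutral control wells and 100% = positive control wells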
# dFosB act: activators of mouse delta FosB homodimer | activation, % at 25 µM | hit rate 0.99% among 340,000 | purified delta FosB, TAMRA-CDK5 oligo fluorescence polarization; percent of positive-control signal above neutral wells | AID 493131 | P13346;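 active = mean activation above about 17%, with every replicate also reaching it, limit read from the data, passing the limit was not always enough; inconclusive = only one of the two conditions met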;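 note: fluorescence polarization rise as delta FosB binds a TAMRA Cdk5 AP-1 oligo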
# Target sequence (P13346 whole entry, looked up): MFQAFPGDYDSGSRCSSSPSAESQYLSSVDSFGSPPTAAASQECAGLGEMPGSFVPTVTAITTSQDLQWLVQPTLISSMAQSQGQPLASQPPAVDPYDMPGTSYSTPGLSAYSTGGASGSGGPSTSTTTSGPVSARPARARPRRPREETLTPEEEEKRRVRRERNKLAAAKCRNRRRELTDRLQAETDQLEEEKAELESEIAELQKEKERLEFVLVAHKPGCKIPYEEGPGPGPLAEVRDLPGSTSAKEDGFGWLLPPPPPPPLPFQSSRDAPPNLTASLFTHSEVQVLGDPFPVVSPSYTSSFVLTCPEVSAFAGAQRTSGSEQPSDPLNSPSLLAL
# MITF act: MITF TRPM1 promoter activation in melanoma cells; hit rate 0.75% among 300,000; activation, % at 12.5 µM; SK-MEL-5 TRPM1-promoter luciferase, 24 h; % of positive control, neutral wells = 0;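 active = mean activation of at least 80% with every replicate also reaching 80%; inconclusive = mean reaches 80% but some replicate falls short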;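 note: 0% = neutral control wells and 100% = parthenolide positive control wells; values of inactives mirror those of a sister screen read the other way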
# * hit, by the source's call; ? = inconclusive; nt = not tested or not shown.
SMILES,CDK5 p35 inh,Tat export inh,Rtt109 Vps75,RTF Ca sens act,V-ATPase pH,CAL PDZ FP-1,CAL PDZ FP-2,Wnt bcat act,dFosB act,MITF act
CCc1nc2ccccc2n1CC(=O)Nc1cc(C)on1,-0.2,-20,4,2,4,nt,-0.4,-2,-2,10
Cc1ccc(C)c(N2CCN(CCCNC(=O)Cn3cccc3C(=O)c3ccccc3)CC2)c1,-2.3,4,?,2,-1,nt,-2.1,-2,-11,-1
COc1ccc(CNC(=O)c2cnc3scc(C)n3c2=O)cc1,0.3,-8,-3,-3,-2,-6,-1.2,1,-17,11
O=C(COc1ccc(S(=O)(=O)NCc2ccccc2)cc1)NCc1cccnc1,-0.6,-5,-1,1,5,-1,-1.2,0,-2,1
CC(C)C[C@@H]1CN=C(N)N1C[C@@H]1CCCN1C[C@H](C)N1C[C@@H](Cc2ccccc2)N(CCc2ccc(Cl)c(Cl)c2)C1=N,-0.8,18,75*,0,-2,0,-1.5,nt,3,9
CCN(C(=O)Cn1nc(C)c([N+](=O)[O-])c1C)c1c(N)n(Cc2ccccc2)c(=O)[nH]c1=O,-0.3,2,-4,0,0,-2,-2.2,7,-6,10
CCCN1CN(Cc2ccccc2)CNC1=S,-0.4,-3,-9,-1,1,-2,-2.4,nt,3,9
CCN1C(=O)/C(=C\N2CCN(c3ccccc3)CC2)SC1=S,0.2,-5,-5,-1,1,-5,-0.1,nt,-9,4
Cc1ccc(C(=O)NNC(=O)c2cccnc2SCc2cccc([N+](=O)[O-])c2)cc1,nt,-8,-5,-4,-1,1,-0.4,-1,-4,4
Cc1cccc(CCN2CCN=C2N(C)C)c1,0.8,-9,2,-9,-2,-3,0.4,-4,1,-5
Cn1cnnc1SCc1ccc(C#N)cc1,0.5,2,-23,1,-2,0,0.1,-2,7,nt
CCOc1cc(C2C(C#N)=C(N)SC(N)=C2C#N)ccc1OCCN1CCOCC1,1.1,1,nt,11,-4,-1,-2.9,-6,1,-4
O=C(C1CCOCC1)N1CCCC(N2CCN(c3cccc(Cl)c3)CC2)C1 (configuration not stated),-1.4,-5,-1,0,0,nt,-3.0,-2,-11,3
C(#CCN1CCOCC1)COCCCOC(c1ccccc1)c1ccccc1,0.6,1,-6,-4,1,nt,-0.9,nt,1,-12
CCN(CC)S(=O)(=O)c1cc(NC(=O)c2ccccc2OCc2c(C)noc2C)ccc1C,1.6,5,-1,0,-5,-4,-0.6,-1,-8,-7
COc1ccccc1NS(=O)(=O)c1cccc(C(=O)NCC(c2ccc(F)cc2)N2CCOCC2)c1 (configuration not stated),-0.2,0,9,-10,1,-2,-2.8,-3,-2,-2
COc1ccc(N=C2SC(CC(=O)Nc3ccccc3)C(=O)N2Cc2ccccn2)cc1 (configuration not stated),-0.9,4,9,-2,2,nt,-0.2,7,-3,5
CC(=C/C(=O)O)/C(=C/c1ccccc1)C(=O)O,0.3,-11,-6,-4,6,-3,-0.4,-1,-1,13
COc1ccc(CCN(C)S(=O)(=O)c2ccc(Cl)nc2)cc1OC,-1.2,11,4,-2,-1,8,-0.4,-3,2,-11
O=c1[nH]c(N/N=C/c2cc3c(cc2[N+](=O)[O-])OCO3)nc2ccccc12,-1.8,1,4,1,3,-3,-0.6,-3,12,15
CCn1c(SCC(=O)NCc2ccco2)nc2c(c1=O)SC(C)C2 (configuration not stated),-0.5,-3,-18,-3,5,7,-1.7,-1,-4,0
Fc1ccc(CNC(=S)NC2CCCC2)cc1,0.3,5,nt,-5,-4,-2,-0.8,-1,-4,23
CC(=O)Nc1ccc(Oc2ccc(S(=O)(=O)N3CCCC3)cn2)cc1,-0.3,-2,3,-4,-1,-2,-1.3,-1,-4,8
COc1ccc(C2NC(=O)C(C#N)=C(S)N2c2cccc(C)c2)cc1OC (configuration not stated),0.8,-3,74*,0,-1,nt,0.2,1,-8,-14
CCCN(C(=O)CSc1ncnc2sccc12)c1c(N)n(Cc2ccccc2)c(=O)[nH]c1=O,2.2,-7,4,-1,1,nt,0.3,-22,7,1

# Additional entries follow:
SMILES,CDK5 p35 inh,Tat export inh,Rtt109 Vps75,RTF Ca sens act,V-ATPase pH,CAL PDZ FP-1,CAL PDZ FP-2,Wnt bcat act,dFosB act,MITF act
COc1ccc(NC(=O)CC(C)CC(=O)NCc2ccccc2)c(OC)c1 (configuration not stated),-0.4,-4,-3,-11,-1,-2,nt,-1,-4,-13
COc1ccc(C(=O)O)cc1NC(=S)NC(=O)C(c1ccccc1)c1ccccc1,-3.2,4,16,-5,-7,-6,-2.0,-2,-10,15
CC(C(=O)NC1CCS(=O)(=O)C1)N1C(=O)/C(=C/c2ccc(Cl)cc2)SC1=S (configuration not stated),0.1,7,180*,-2,2,-3,-2.8,-1,1,13
O=C(NCc1ccccn1)c1ccc2c(=O)n3nc(Nc4ccccc4)sc3nc2c1,nt,-2,2,-4,-1,-2,-2.0,1,27*,-14
COc1cc(C(=O)OCC(=O)NCCC2=CCCCC2)ccc1OCC(C)C,-0.2,0,-3,-20,7,nt,-0.3,-1,-19,0
COC(=O)CSc1ncnc2c1cnn2-c1ccc(C)cc1C,1.4,-3,8,-2,2,-5,-1.2,-1,4,-7
CC1=C(C(=O)Nc2ccccc2)C(c2ccc(N(C)C)cc2)NC(=O)N1 (configuration not stated),2.7,0,26,7,-1,nt,-1.6,nt,-3,nt
Cn1cnnc1SCC(=O)c1c(N)n(Cc2ccccc2)c(=O)n(C)c1=O,0.6,-4,-9,nt,-1,-6,-0.4,-1,2,8
COc1ccc(NC(=O)CSc2nnc(-c3ccco3)c(-c3ccco3)n2)cc1OC,-1.9,-1,6,-1,3,0,-1.8,-2,-4,1
C=CCOc1ccc(/C=N/NC(=O)CC(=O)NC2CCCCC2)cc1,-1.8,-3,-12,-7,0,1,-0.7,-1,4,2
Cc1c(N=CN2CCOCC2)c(=O)n(C)c(=O)n1C,0.8,-3,2,-1,0,-3,1.4,nt,-1,7
Cc1ccc(OCC(=O)c2ccc(Cl)s2)c([N+](=O)[O-])n1,0.7,-2,?,9,0,0,-4.5,-2,-12,-11
COc1ccc(NS(=O)(=O)c2ccc3oc(=O)ccc3c2)cc1,-0.6,11,0,-5,3,-5,nt,-1,-2,-4
O=S(=O)(c1ccc(Cl)s1)N1CCN(C/C=C/c2ccccc2)CC1,-0.2,-1,nt,-2,-3,0,-2.6,1,-7,nt
CC1CC(C)CN(CCCNC(=O)c2csc3c2CCCCC3)C1 (configuration not stated),nt,3,-2,2,2,0,-2.1,0,-2,-2
Cc1c(C(=O)O)cccc1-c1ccc(/C=C2\SC(=O)NC2=O)o1,-2.6,-2,6,-4,0,-9,29,0,-3,-8
Cc1cc(C)cc(NC(=O)CCN2C(=O)c3ccccc3S2(=O)=O)c1,-0.2,-8,-11,2,8,nt,-0.2,-2,3,14
COC(=O)COc1ccc(S(=O)(=O)N2CCCCC2)cc1[N+](=O)[O-],1.0,-5,-7,5,-2,-2,-0.3,-8,-4,8
Cn1ccnc1SCC(=O)c1c[nH]c2ccccc12,1.6,5,-3,-6,-1,-5,-0.3,55*,5,14
O=C(Cn1cnc2scc(-c3ccccc3)c2c1=O)N1CCOCC1,2.1,4,2,1,3,-1,-3.0,nt,1,6
CCN(c1ccccc1)S(=O)(=O)c1ccc(C(=O)NCC(=O)Nc2ccc(F)c(F)c2F)cc1,-1.5,2,-13,-2,1,2,-0.1,-5,-5,-17
Nc1ncc(Br)cc1S(=O)(=O)NCCC(=O)N1CCN(c2ncccn2)CC1,0.3,-4,-8,4,2,-4,nt,3,-7,nt
CC1=NN(C(N)=S)C(=O)C1N=Nc1c(Cl)cc([N+](=O)[O-])cc1Cl (configuration not stated),5.1,-7,5,-6,-5,1,-26,-7,-12,28
CC(C)Cn1c(-c2cc([N+](=O)[O-])ccc2Cl)nc2c1c(=O)[nH]c(=O)n2Cc1ccccc1,-0.2,-2,11,4,2,-3,-1.3,nt,3,2
C/C(=N\NC(=O)c1cc2ccccc2cc1O)c1ccc(C)o1,-2.4,-8,8,3,2,-2,-3.9,6,-4,-1

# Remaining list, next part:
SMILES,CDK5 p35 inh,Tat export inh,Rtt109 Vps75,RTF Ca sens act,V-ATPase pH,CAL PDZ FP-1,CAL PDZ FP-2,Wnt bcat act,dFosB act,MITF act
CCOC(=O)C1CCCN(Cc2nc3ccc([N+](=O)[O-])cc3c(=O)n2-c2ccc(OC)cc2OC)C1 (configuration not stated),0.3,10,10,-2,1,12,-1.1,20,-6,-13
CCC(C)NC(=O)c1csc2c1CCCCC2 (configuration not stated),-0.4,13,7,4,0,-9,nt,2,4,nt
CCN(CC)CCOc1ccc(Br)cc1,-1.0,-10,-6,-3,6,-3,-1.1,-2,-11,10
CCOc1ccc2c3c(c(=O)oc2c1OCC)CCCC3,-1.8,4,-2,2,3,nt,-2.7,nt,-18,6
O=C1C(=O)N(CCOCCO)C(c2ccccn2)/C1=C(\O)c1ccccc1 (configuration not stated),-2.3,34,-2,5,0,-1,-1.9,nt,-2,4
Cc1ccc(-c2nnc(Cc3ccc(Cl)cc3)o2)cc1,2.1,2,0,3,-2,nt,-0.3,6,11,48
CCN(CCC(=O)O)c1ccccc1,-1.1,-2,7,-1,0,-4,-0.6,nt,0,2
CCC(C)NC(=S)N(Cc1cc2cc(C)ccc2n2nnnc12)CC(C)(C)NC(C)C (configuration not stated),-0.3,-9,4,-6,-1,nt,0.0,0,1,6
COc1ccccc1N1CCN(c2cc(C)nc3nc(C)nn23)CC1,-0.8,-5,0,-1,-2,1,-4.5,4,-5,-1
Cc1nn(C)c(C)c1CN(C)C(=O)c1cc2n(n1)C(C(F)(F)F)CC(c1cccs1)N2 (configuration not stated),0.8,-8,3,-1,-3,-1,-0.6,nt,-1,-15
CCOC(=O)c1c(C)oc2c1c(C=NC1CCS(=O)(=O)C1)c(O)c1ccccc12 (configuration not stated),-0.7,-1,-5,1,3,-1,-1.5,-1,-4,-7
Cn1nnc2cc(C(=O)NCc3ccc4c(c3)OCO4)ccc21,-2.0,4,-2,-3,4,-4,-0.8,nt,0,2
Cc1[nH]n(-c2ccccc2)c(=O)c1C=Nc1ccc(S(N)(=O)=O)cc1,0.7,2,0,4,-3,-7,-2.1,3,-1,-11
CC(=O)c1ccc(NC(=S)N2CCN(CCN3C(=O)c4cccc5cccc(c45)C3=O)CC2)cc1,1.2,-3,-5,-2,-3,-6,0.2,0,13,-19
CN(Cc1ccccc1)S(=O)(=O)c1ccc2c(c1)n(C)c(=O)c(=O)n2C,1.2,-7,-11,-1,1,0,-0.1,-2,0,0
